CAL PDZ FP-1 = blocks peptide binding to the human CAL PDZ domain; Q9HD26; inhibition, % at 24.9 µM; purified CAL PDZ, TMR-peptide fluorescence polarization, 1 h; AID 602252; hit rate 0.92% among 300,000;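 active means mean inhibition of at least 30% with at least half of replicates also reaching 30%; inconclusive means no clear call, values can overlap the other calls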;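 further: 0% = DMSO neutral control and 100% = excess unlabeled competitor peptide PRC23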
Rtt109 HAT inh = blocks Candida albicans Rtt109/Vps75 acetyltransferase activity; Q5AAJ8; AID 540336; purified Rtt109/Vps75, ThioGlo CoA-SH fluorescence, 4 h; hit rate 0.16% among 330,000; inhibition, % at 34.9 µM;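 active means inhibition of at least 50% in every replicate; inconclusive means best replicate reaches 50% inhibition but some replicates fall short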
cardiac RTF act = cardiac RTF calcium sensitization. P19429+P45379. IANBD-labeled TnC RTF fluorescence at EC20 calcium; 0% EC20 calcium, 100% full calcium. activation, % at 7.2 µM. hit rate 0.24% among 340,000;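 active means activation above the mean over all tested compounds plus 3 SD, cut at about 30% in these data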;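 further: rise in fluorescence read as greater calcium sensitivity of cardiac thin filaments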
Cardiac RTF inh = cardiac RTF calcium desensitization | inhibition, % at 7.15 µM | IANBD-labeled cardiac RTF, Ca2+ fluorescence | P19429+P45379 | hit rate 0.12% among 340,000 | AID 493244;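 active means inhibition above the mean inhibition of all tested compounds plus 3 SD, cut at about 17% in these data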;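 further: assay run at fixed EC70 calcium of 1.6 mM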
SR-BI uptake up = enhances SR-BI lipid uptake from DiI-HDL. CHO ldlA[mSR-BI] cells, DiI-HDL uptake fluorescence, 3 h; 100 = double the neutral-control signal. hit rate 0.096% among 320,000. AID 504775. activation, % at 12.5 µM;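 active means mean replicate activation of at least 60% and every replicate at or above 60%; inconclusive means mean or all-replicate condition met, but not both; inactive means mean below 60% and not all replicates reaching 60%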;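 further: 0% = median plate neutral-control signal and 100% = twice that signal; values of inactives mirror those of a sister screen read the other way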
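Test system: SR-BI-overexpressing, LDLR-lacking CHO cells. Measured by: DiI fluorescence, bottom read. Medium: Ham's F12 with 0.5% BSA, HEPES 25 mM, pH 7.4. Timing: 3 h uptake period with compound, 37 °C.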
CAL PDZ FP-2 = human CAL PDZ-peptide interaction inhibition | hit rate 0.02% among 330,000 | Q9HD26 | AID 504414 | purified CAL PDZ, TMR-peptide fluorescence polarization, 1 h | inhibition, % at 20 µM;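 active means highest replicate inhibition of at least 40%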;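 further: plate controls were DMSO neutral control wells for no effect and unlabeled competitor peptide control wells for full effect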
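Material: tagged CAL PDZ protein CerCALP, purified; buffer or medium: sodium phosphate/NaCl buffer pH 7.4 with TCEP, IgG, Thesit; also added: fluorescent TMR peptide probe; schedule: 1 h incubation at room temperature before polarization reading; technique: fluorescence polarization from S- and P-plane intensities, G-factor corrected; control set: unlabelled peptide and DMSO controls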
Keap1 Nrf2 FP = Keap1-Nrf2 (human) interaction inhibition; Q14145; Keap1 Kelch-Nrf2 peptide fluorescence polarization, 1536-well; inhibition, % at 9.4 µM; hit rate 0.15% among 340,000; AID 504523; in the data active means inhibition above about 12%; inconclusive means no clear call, values can overlap the other calls; inactive means below about 7.3%;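 further: human Keap1 Kelch domain with fluorescein labeled Nrf2 9mer peptide probe; 0% = neutral control wells and 100% = peptide positive control; higher means more block of Keap1 binding to Nrf2 peptide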
LANA DNA inh = inhibitors of KSHV LANA C-terminal domain DNA binding. MBP-C-LANA/FAM-LBS DNA binding, fluorescence polarization. AID 504423. inhibition, % at 9 µM. hit rate 0.078% among 340,000;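 active means highest replicate inhibition at or above 60% at 9 µM, even if other replicates fall short; inactive means all replicates below 60% inhibition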;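 further: 0% = neutral control wells and 100% = 4 µM acridine orange control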
DAGLB inh = blocks human DAGLB lipase activity; HEK293T DAGLB membrane lysate, EnzChek fluorogenic substrate; Q8NCG7; inhibition, % at 5.17 µM; hit rate 0.059% among 340,000; in the data active means inhibition above about 34%;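 further: 0% = enzyme with vehicle and 100% = wells lacking enzyme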
Target sequence (Q8NCG7 whole entry, looked up): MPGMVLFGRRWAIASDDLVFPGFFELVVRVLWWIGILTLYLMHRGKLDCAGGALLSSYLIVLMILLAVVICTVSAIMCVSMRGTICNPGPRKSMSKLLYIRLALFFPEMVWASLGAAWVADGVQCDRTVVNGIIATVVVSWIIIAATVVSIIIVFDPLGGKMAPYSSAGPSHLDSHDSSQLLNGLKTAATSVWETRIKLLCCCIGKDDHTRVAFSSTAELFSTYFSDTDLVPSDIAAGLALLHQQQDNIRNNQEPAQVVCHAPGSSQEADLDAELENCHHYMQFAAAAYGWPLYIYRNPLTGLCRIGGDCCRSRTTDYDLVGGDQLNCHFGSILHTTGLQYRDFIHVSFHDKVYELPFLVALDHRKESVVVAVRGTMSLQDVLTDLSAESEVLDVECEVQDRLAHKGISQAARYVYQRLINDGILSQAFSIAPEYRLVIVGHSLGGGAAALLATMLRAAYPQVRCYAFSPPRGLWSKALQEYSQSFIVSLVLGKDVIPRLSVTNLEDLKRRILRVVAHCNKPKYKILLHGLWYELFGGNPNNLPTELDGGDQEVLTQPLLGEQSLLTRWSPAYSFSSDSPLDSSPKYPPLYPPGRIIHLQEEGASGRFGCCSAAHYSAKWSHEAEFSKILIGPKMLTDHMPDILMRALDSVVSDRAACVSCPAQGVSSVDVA
PKA-R2B act = PKA-R2B complex activation; hit rate 0.079% among 340,000; activation, % at 11.4 µM; AID 504700; PKA-R2B holoenzyme dissociation, Cy5-IP20 fluorescence polarization; R2B truncated from residue 108, S112A mutant; 0% DMSO only, 100% 113 µM cGMP;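 active means activation above a cutoff set at the mean over all compounds plus 3 SD, cut at about 18% in these data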;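 further: higher means more holoenzyme dissociation and a rise in polarization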
Target sequence (P31323 whole entry, looked up, other chains not shown, the tested form may be a part): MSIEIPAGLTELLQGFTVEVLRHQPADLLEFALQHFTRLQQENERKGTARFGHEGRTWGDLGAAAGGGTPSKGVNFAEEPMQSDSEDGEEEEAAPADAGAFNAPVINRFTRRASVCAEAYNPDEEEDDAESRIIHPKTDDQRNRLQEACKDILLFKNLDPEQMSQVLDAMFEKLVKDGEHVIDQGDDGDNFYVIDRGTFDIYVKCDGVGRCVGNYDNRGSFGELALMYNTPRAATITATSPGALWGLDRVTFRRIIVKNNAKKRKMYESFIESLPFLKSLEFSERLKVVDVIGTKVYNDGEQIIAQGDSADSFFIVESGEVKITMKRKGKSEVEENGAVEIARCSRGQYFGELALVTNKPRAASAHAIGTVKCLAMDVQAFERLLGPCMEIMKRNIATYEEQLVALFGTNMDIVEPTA
* marks the source's active call; other numbers are inactive results; ? = inconclusive; · = no result given. No enrichment for hits. About 1.6% of those tested had a hit in this group.

SMILES	CAL PDZ FP-1	Rtt109 HAT inh	cardiac RTF act	Cardiac RTF inh	SR-BI uptake up	CAL PDZ FP-2	Keap1 Nrf2 FP	LANA DNA inh	DAGLB inh	PKA-R2B act
CCOc1ccc(NS(=O)(=O)c2ccc3[nH]cc(C(=O)NCC4CCCO4)c(=O)c3c2)cc1 (stereo not given)	-2	-3	1	0	10	-2.8	1	1.0	-2	6
NC(=O)c1ccsc1NC(=O)COC(=O)c1cnccn1	-3	5	-6	-10	24	-1.4	-4	-1.6	-8	4
C=CCNC(=O)/C(=C/c1ccco1)NC(=O)c1ccc(Br)o1	1	2	5	-10	-4	-0.2	-1	3.2	-1	-5
CN(Cc1cccc(F)c1)C(=O)c1ccc2c(=O)n3c(nc2c1)CCC3	65*	-8	0	-2	4	-0.1	-9	0.3	-4	9
CS(=O)(=O)N(CC(=O)NCc1ccc2c(c1)OCO2)c1ccc(Cl)cc1	-4	-7	6	-4	12	1.0	5	3.8	0	-6
CCOC(=O)C1=C(COC(=O)/C=C/c2cccc(Cl)c2)NC(=O)NC1C (stereo not given)	-1	-2	2	-15	-8	-2.5	-3	0.6	3	-5
NS(=O)(=O)c1ccc(CNC(=O)c2sccc2-c2ccccc2)cc1	-5	4	2	-1	0	-2.5	-4	2.7	1	-4
CC(C)OC(=O)c1ccc2nc3ccccc3nc2c1	-1	-12	-6	-1	-12	-1.5	-5	2.6	-7	2
c1ccc(CSc2nnc([C@@H]3CCCN3)o2)cc1	2	·	1	-7	8	-2.3	0	-0.2	2	-4
CCOCCCN(C)C1CCN(C(=O)c2oc3ccccc3c2NC(=O)Cc2ccc([N+](=O)[O-])cc2)CC1	4	12	0	0	18	-0.9	-2	0.5	-1	-6
CCNc1c(NCC)c(=O)c1=O	3	11	2	-2	17	-0.8	-3	1.5	0	-4
CN(C(=O)c1cnccn1)c1c(N)n(Cc2ccccc2)c(=O)[nH]c1=O	-3	3	-1	-4	28	-2.2	-7	0.2	1	-15
CCOC(=O)N1CCC(NC(=O)CS(=O)(=O)Cc2nc(-c3cccc(Cl)c3)oc2C)CC1	·	-5	0	-1	-33	0.3	1	0.0	-2	3
CC(=O)OCCCNc1cc(Sc2ccc(Cl)cc2)c2nonc2c1[N+](=O)[O-]	0	10	2	-2	-71	-1.5	0	2.1	1	6
COc1ccc(CCN=C(N)C(C)c2ccccc2)cc1OC (stereo not given)	·	13	-6	-12	31	-0.1	1	-0.8	0	6
O=C(Nc1ncc2c(n1)-c1ccccc1CC2)c1ccc(F)cc1	0	3	0	2	-6	-4.2	0	-0.1	-4	-3
CC1CN(Cc2cnc(Cl)s2)CC(C)O1 (stereo not given)	-3	4	4	-4	5	-2.1	-5	0.3	-1	-1
CC(=O)c1ccc(Nc2ccc(-c3ccccc3F)nn2)cc1	1	15	1	-1	-36	0.1	-7	-1.8	-2	-2
CCC(C)c1ccc(C(C)NC(=S)NC2CCCCC2)cc1 (stereo not given)	0	5	-3	-2	11	-2.2	6	-0.4	-15	8
CN(Cc1ccccn1)Cc1nc(Cc2ccccc2Cl)no1	-1	·	1	4	3	-0.6	3	-0.4	-8	-5
Cc1oc2nc(SCC(=O)N3CCCCC3)nc(N)c2c1C	-4	-8	1	-1	13	-0.1	-6	-2.5	1	-8
Cc1cccc(Cc2nnc(CCC(=O)N(CC3CC3)CC3CCCO3)o2)c1 (stereo not given)	1	-3	4	8	2	-2.0	0	-0.3	0	2
COC(=O)C(C)Sc1snnc1-c1ccccc1 (stereo not given)	1	-10	0	-19	15	-0.4	-2	-0.6	-7	-18
c1coc(CNc2nc(N3CCCCC3)nc3ccccc23)c1	-1	6	-1	4	-14	-3.4	-1	-0.9	0	2
O=C(C1CCN(S(=O)(=O)c2cccnc2)CC1)N1CCN(C2CCCC2)CC1	-1	15	2	-6	18	-0.4	-3	-1.2	-11	1

Seven of the compounds above, in markdown.
| canonical_smiles | CAL PDZ FP-1 | Rtt109 HAT inh | cardiac RTF act | Cardiac RTF inh | SR-BI uptake up | CAL PDZ FP-2 | Keap1 Nrf2 FP | LANA DNA inh | DAGLB inh | PKA-R2B act |
| --- | --- | --- | --- | --- | --- | --- | --- | --- | --- | --- |
| CN(Cc1cccc(F)c1)C(=O)c1ccc2c(=O)n3c(nc2c1)CCC3 | 65* | -8 | 0 | -2 | 4 | -0.1 | -9 | 0.3 | -4 | 9 |
| CS(=O)(=O)N(CC(=O)NCc1ccc2c(c1)OCO2)c1ccc(Cl)cc1 | -4 | -7 | 6 | -4 | 12 | 1.0 | 5 | 3.8 | 0 | -6 |
| CCOC(=O)C1=C(COC(=O)/C=C/c2cccc(Cl)c2)NC(=O)NC1C (stereo not given) | -1 | -2 | 2 | -15 | -8 | -2.5 | -3 | 0.6 | 3 | -5 |
| NS(=O)(=O)c1ccc(CNC(=O)c2sccc2-c2ccccc2)cc1 | -5 | 4 | 2 | -1 | 0 | -2.5 | -4 | 2.7 | 1 | -4 |
| CC(C)OC(=O)c1ccc2nc3ccccc3nc2c1 | -1 | -12 | -6 | -1 | -12 | -1.5 | -5 | 2.6 | -7 | 2 |
| c1ccc(CSc2nnc([C@@H]3CCCN3)o2)cc1 | 2 | · | 1 | -7 | 8 | -2.3 | 0 | -0.2 | 2 | -4 |
| CCOCCCN(C)C1CCN(C(=O)c2oc3ccccc3c2NC(=O)Cc2ccc([N+](=O)[O-])cc2)CC1 | 4 | 12 | 0 | 0 | 18 | -0.9 | -2 | 0.5 | -1 | -6 |

New compounds follow.
SMILES	CAL PDZ FP-1	Rtt109 HAT inh	cardiac RTF act	Cardiac RTF inh	SR-BI uptake up	CAL PDZ FP-2	Keap1 Nrf2 FP	LANA DNA inh	DAGLB inh	PKA-R2B act
Cn1c(=O)n(CC(=O)Nc2cccnc2)c2ccccc21	·	-2	6	-3	7	-1.2	-4	-0.1	0	3
Cc1ccc(OCC(=O)n2nc(C)cc2C)c(Br)c1	-3	-8	-2	-2	9	-3.2	-6	1.9	-8	-12
CCc1nnc(NC(=O)CCC(=O)Nc2ccc(OC)cc2OC)s1	-5	3	-2	-3	-8	-0.8	-3	1.3	3	3
O=C(O)c1ccc2c(c1)OCCOCCOCCOCCOCCO2	-4	3	-5	-11	?	-3.9	-2	0.8	0	-5
O=C(NNC(=O)c1cc2cc(Br)ccc2oc1=O)c1ccc(O)cc1O	4	0	-11	13	-83	-3.7	3	1.9	26	0
O=C(Cc1ccccc1)NNC(=S)Nc1ccc(Cl)cc1	-2	-3	-5	-1	3	-1.1	-1	0.4	-1	0
NC(=O)C1CC(=O)N(c2ccc(OCC(=O)N3CCCC3)cc2)C1 (stereo not given)	·	-2	2	-1	22	0.1	4	-1.6	1	-4
CCCCNCc1cc(Br)c(OCC(=O)N2CCOCC2)c(OC)c1	·	5	-1	-7	22	-1.7	-6	-1.2	0	5
Cc1ccnc(Sc2ncccc2[N+](=O)[O-])n1	-4	-8	-4	-10	-57	-3.0	-5	-0.1	1	-1
O=C(NCc1ccc2c(c1)OCO2)C1CCC(=O)N1C1CCCC1 (stereo not given)	-2	2	-2	-13	10	-1.3	-2	-0.1	-1	1
CCOC(=O)c1cn(CC(=O)Nc2ccc(C)cc2)nn1	2	-5	2	6	2	-0.6	-1	0.5	0	-3
CN(C)c1ncc(S(=O)(=O)c2ccccc2)c(N)n1	-1	-4	5	4	17	0.1	2	0.1	-3	-7
COc1ccccc1NS(=O)(=O)c1cccc(C(=O)NC2CCN(Cc3ccccc3)CC2)c1	6	18	2	1	11	-2.3	5	0.9	1	-12
O=C(CSc1nnc(-c2ccccc2)c2ccccc12)NCCN1C(=O)CSC1=O	-10	13	6	-7	-19	-1.7	-5	-0.2	1	2
Fc1ccc(C2NC(=S)NC3=C2N2CCC3CC2)cc1 (stereo not given)	-2	-4	-1	-7	-17	-1.2	4	-0.1	1	-5
CCNc1nc2c(c(=O)n(Cc3ccccc3)c(=O)n2C)n1Cc1ccccc1	-1	11	-8	4	16	-0.1	0	-0.8	0	-8
CC(=O)N1CCC(=NNS(=O)(=O)c2ccc(C)c([N+](=O)[O-])c2)CC1	-2	13	1	-3	14	1.1	-4	-2.3	-2	-5
CCOC(=O)c1cnc(-c2ccccc2)nc1Oc1ccc(C)cc1	-5	-6	-6	2	-55	-0.5	0	1.1	-15	-3
CCOc1ccccc1/C=N/NC(=O)c1c(C)nc2ccc(Br)cn12	-4	0	1	-7	-66	0.6	-3	-2.0	-1	8
O=C1CCCc2c1nn(-c1ccccc1)[n+]2[O-]	1	-1	-5	0	9	-2.2	-1	1.2	2	-7
CSCC[C@H](NS(=O)(=O)c1ccc(C)cc1)C(=O)N1CCC(C(=O)N[C@H](C(=O)O)c2ccccc2)CC1	3	9	-1	-3	-10	-0.8	-2	3.2	0	5
CC(C)CC(=O)NC(=S)NNC(=O)c1ccc(NC(=O)C2CCCCC2)cc1	-2	-3	3	-3	1	-2.3	2	0.2	2	-1
CCN(C(=O)CSc1nc(C)nc2sc(C)c(C)c12)C1CCS(=O)(=O)C1 (stereo not given)	0	0	-4	1	-9	-0.4	-1	-2.1	-5	-7
COc1ccc(OCC(=O)Nc2ccccc2C(=O)Nc2ccc(C(=O)O)cc2)cc1	-6	-1	-2	-4	8	-4.2	-2	-0.4	-1	-4
CCNc1nc2c(cnn2C)c(=O)[nH]1	-1	17	-6	2	1	0.6	1	9.1	2	-6
Later entries.
SMILES	CAL PDZ FP-1	Rtt109 HAT inh	cardiac RTF act	Cardiac RTF inh	SR-BI uptake up	CAL PDZ FP-2	Keap1 Nrf2 FP	LANA DNA inh	DAGLB inh	PKA-R2B act
O=c1c2ccccc2nnn1Cc1cccc2ccccc12	-7	-2	-3	3	9	-3.1	-6	1.8	-1	0
CCC(=O)N1CCc2cc(S(=O)(=O)NC(CC(C)C)C(=O)N3CCc4ccccc43)ccc21 (stereo not given)	-5	16	-2	6	24	-1.2	1	-0.4	0	-1
CC(=O)NCCn1c(SCc2ccccc2C)nc2ccccc2c1=O	-3	9	-1	6	-13	-1.5	-3	0.2	0	-9
C[C@@H](NC(=O)c1ncn(C)c1C(=O)N[C@H](C)c1ccccc1)c1ccccc1	-5	-5	16	-8	-27	-0.1	-2	0.4	-3	6
CS(=O)(=O)c1ccc(Cl)c(NC(=O)CSC(=S)N2CCCC2)c1	-1	28	-2	-6	5	-0.8	-1	0.5	-3	8
O=C(COC(=O)CCC(=O)c1ccc(F)cc1)NCCc1ccccc1	1	-3	6	-4	·	0.1	-1	-0.3	-4	2
CCOC(=O)NC(Nc1ccc(C)cn1)(C(F)(F)F)C(F)(F)F	1	-2	-5	-1	9	-1.2	-1	1.7	-1	5
Cc1ccc(Nc2cc(-n3nc(C)cc3C)ncn2)c(C)c1	0	-3	4	5	-31	-1.0	-7	-0.3	-8	-12
